High-throughput results deposited in PubChem BioAssay by National Center for Advancing Translational Sciences (NCATS).
ALDH1A1 inh: qHTS Assay for Inhibitors of Aldehyde Dehydrogenase 1 (ALDH1A1) | Potency, µM (doses to about 75.3 µM), for the others: top-dose activity, negative = inhibition, hits mostly inhibitors | Aldehyde dehydrogenase 1A1 (Homo sapiens), P00352 | Purified ALDH1A1, NADH fluorescence, propionaldehyde substrate | actives 7.3% (n = 220,000); active means well fitted inhibition curve with a large enough effect, not every such curve was filed as active; inconclusive means small, poorly fitted or top-dose-only effect, or another doubt; inactive means no such curve, though single readings can be large or run the other way;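 further: plate controls were no enzyme wells and a reference inhibitor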
JMJD2E inh: qHTS Assay for Inhibitors of Human Jumonji Domain Containing 2E (JMJD2E). Lysine-specific demethylase 4E (Homo sapiens), B2RXH2. Potency, µM (series often up to 57.1 µM), for the others: at the top dose activity change, negative = inhibition, usual class: inhibitors. actives 1.6% (n = 230,000). JMJD2E catalytic domain, FDH-coupled NADH fluorescence (FDH is formaldehyde dehydrogenase); active means well fitted inhibition curve with a large enough effect, not every such curve was filed as active; inconclusive means small, poorly fitted or top-dose-only effect, or another doubt; inactive means no such curve, though single readings can be large or run the other way;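 further: 0% = wells with enzyme and -100% = buffer wells without enzyme; nearly all actives have a fitted effect of over 50% in size; many of its hits are not listed in these tables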
Target sequence (B2RXH2 1-337 limits assumed): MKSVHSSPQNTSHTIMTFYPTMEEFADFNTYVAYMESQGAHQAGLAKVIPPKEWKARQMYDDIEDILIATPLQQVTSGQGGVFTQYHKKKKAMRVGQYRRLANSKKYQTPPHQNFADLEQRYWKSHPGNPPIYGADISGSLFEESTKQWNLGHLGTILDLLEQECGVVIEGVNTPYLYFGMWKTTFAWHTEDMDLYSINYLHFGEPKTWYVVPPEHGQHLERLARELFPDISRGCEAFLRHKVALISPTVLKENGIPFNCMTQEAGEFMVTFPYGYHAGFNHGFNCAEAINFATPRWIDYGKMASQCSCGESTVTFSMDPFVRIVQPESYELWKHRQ
RGS12 GoLoco inh: qHTS Assay for Inhibitors of RGS12 GoLoco Motif Activity (Red Fluorophore); Guanine nucleotide-binding protein G(i) subunit alpha-1 (Homo sapiens), P63096; Gai1:RGS12 GoLoco peptide FP, rhodamine, 10 min; Potency, µM (top dose mostly 61.6 µM), for the others: at the highest dose activity, negative = inhibition, hits mostly inhibitors; actives 0.44% (n = 230,000); AID 880, 2007; active means well fitted inhibition curve with a large enough effect, not every such curve was filed as active; inactive means no such curve, though single readings can be large or run the other way; further: on the % scale 0 is the no-effect control and ±100 the full control effect; nearly all actives have a fitted effect of over 30% in size; many of its hits are not listed in these tables
Target sequence (P63096 whole entry, looked up): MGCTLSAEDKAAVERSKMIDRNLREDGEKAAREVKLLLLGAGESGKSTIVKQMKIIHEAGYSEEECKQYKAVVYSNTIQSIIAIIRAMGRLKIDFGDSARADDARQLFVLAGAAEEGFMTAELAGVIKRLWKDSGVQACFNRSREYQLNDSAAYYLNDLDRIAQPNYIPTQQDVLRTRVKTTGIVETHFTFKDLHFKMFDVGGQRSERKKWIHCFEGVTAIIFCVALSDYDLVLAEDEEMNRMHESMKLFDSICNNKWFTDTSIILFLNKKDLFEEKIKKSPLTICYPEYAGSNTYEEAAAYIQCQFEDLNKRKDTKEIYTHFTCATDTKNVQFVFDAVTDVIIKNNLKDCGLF
GAA inhib: qHTS Assay for Inhibitors of Human alpha-Glucosidase as a Potential Chaperone Treatment of Pompe Disease; Lysosomal alpha-glucosidase (Homo sapiens), P10253; purified human GAA, 4-MU-alpha-glucoside fluorescence; Potency, µM (doses to about 76.9 µM), without a hit: top-dose activity change, negative = inhibition, actives largely listed as inhibitors; actives 0.005% (n = 200,000); AID 1466, 2008;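 further: plate controls were uninhibited enzyme wells for no effect and no-enzyme background for full effect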
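Endpoint fluorogenic read: 20 min room-temperature reaction of 4 nM human alpha-glucosidase with 400 uM 4-methylumbelliferyl-alpha-D-pyranoside, pH 5.0, quenched with 1M NaOH/1M glycine pH 10. AC50 from Hill modeling.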
SMN2 splice enh: qHTS Assay for Enhancers of SMN2 Splice Variant Expression; HEK293 SMN2-luciferase splicing reporter, luminescence, 30-36 h; Potency, µM (highest dose often 46.1 µM), for the others: top-dose activity change, positive = activation, actives largely listed as activators; actives 2.8% (n = 210,000); AID 1458, 2008; further: % of control where 0% means no effect; nearly all actives have a fitted effect of over 55% in size
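HEK293 cells carry an SMN2 […]–luciferase reporter in which exon 7 inclusion puts luciferase in frame. Cells were plated 10-12 h before compound addition, then incubated 30-36 h at 37C. ONE-Glo luminescence was read; sodium butyrate at 4.5 mM final served as control.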
aGal spleen mod: qHTS Assay for Inhibitors and Activators of Human alpha-Galactosidase From Spleen Homogenate; Alpha-galactosidase A (Homo sapiens), P06280; human spleen homogenate, 4MU-alpha-Gal fluorescence, 40 min; Potency, µM (doses to about 80 µM), for inactives: at the top dose activity change, negative = inhibition, most hits filed as inhibitors; actives 0.008% (n = 240,000); AID 2107, 2009;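 further: 0% = enzyme with vehicle and -100% = no enzyme basal signal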
Target sequence (P06280 32-429 limits assumed): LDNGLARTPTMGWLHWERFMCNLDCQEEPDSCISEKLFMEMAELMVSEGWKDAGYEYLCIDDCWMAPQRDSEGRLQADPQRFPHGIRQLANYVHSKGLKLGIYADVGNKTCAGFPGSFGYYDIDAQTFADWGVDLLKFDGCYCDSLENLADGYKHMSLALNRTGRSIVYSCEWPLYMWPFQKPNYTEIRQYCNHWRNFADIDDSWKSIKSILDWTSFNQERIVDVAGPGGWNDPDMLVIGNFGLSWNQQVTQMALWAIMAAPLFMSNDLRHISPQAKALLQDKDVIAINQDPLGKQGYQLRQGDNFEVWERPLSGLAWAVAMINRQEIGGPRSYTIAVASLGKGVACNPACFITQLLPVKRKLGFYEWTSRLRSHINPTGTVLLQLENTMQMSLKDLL
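Spleen homogenate 1 ug + cpd (titration) + 4-MU-alpha-D-galactopyranoside 1 mM; 37C 40 min; 50 mM citrate/phosphate pH 5.0, 0.01% Tween-20; stop pH 10; fluorescence 365/440; AC50 via Hill.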
GAA glycogen mod: qHTS Assay for Inhibitors and Activators of Human alpha-Glucosidase Cleavage of Glycogen; recombinant GAA, glycogen substrate, Amplex Red glucose oxidase fluorescence; Potency, µM (titrated, usually from 76.4 µM), for the others: at the highest dose activity change, negative = inhibition, most hits filed as inhibitors; Lysosomal alpha-glucosidase (Homo sapiens), P10253; actives 0.38% (n = 300,000);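 further: 0% = full enzyme reaction and -100% = no-enzyme basal signal; the screen sought inhibitors and activators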
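Natural-substrate format: glycogen cleavage by 4 nM human enzyme, glucose read by Amplex Red coupling (Ex 573, Em 610 nm). Normalized to enzyme and no-enzyme controls.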
GAA spleen mod: qHTS Assay for Inhibitors and Activators of Human alpha-Glucosidase From Spleen Homogenate. Lysosomal alpha-glucosidase (Homo sapiens), P10253. human spleen homogenate, 4-MU-alpha-glucoside fluorescence. Potency, µM (series often up to 79.9 µM), for inactives: at the top dose activity change, negative = inhibition, most hits filed as inhibitors. actives 0.006% (n = 240,000). AID 2112, 2009;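 further: 0% = enzyme with vehicle and -100% = no enzyme basal signal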
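Human spleen homogenate (1 ug) with 4-methylumbelliferyl-alpha-D-glucopyranoside (1 mM final) in 50 mM citrate/phosphate pH 5.0, 0.01% Tween-20; 40 min at 37 C. Stopped at pH 10; 4-MU fluorescence Ex 365/Em 440 nm; AC50 by Hill fit.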
* = called active by the depositor; ? = inconclusive; · = not tested or not shown; & = joins results of further samples; [ ] = remark or other dose. Unless noted, the call rests on the fitted dose curve; in most records, active means well fitted curve in the direction sought with a large enough effect; inconclusive means small, poorly fitted or top-dose-only effect, or another doubt; inactive means no such curve, though single readings can be large; an effect the other way counts as inactive or inconclusive. Potency means the concentration at half of the fitted maximal effect. The list is partial; count on the stated rates, not on these rows.

Values in the order – ALDH1A1 inh, JMJD2E inh, RGS12 GoLoco inh, GAA inhib, SMN2 splice enh, aGal spleen mod, GAA glycogen mod, GAA spleen mod
Cc1cccc(NC(=O)CCN2C(=O)C3C4C=CC(C4)C3C2=O)n1 (stereo not given)
 : ?, 3%, -3%, ?, -23%, 1%, -9%, 6%
CCCOC(=O)c1ccc(OCC(O)Cn2c(C)nc3ccccc32)cc1 (stereo not given)
 : ?, 5%, -4%, -2%, -88%[inhibitor], 2%, 3%, -3%
N#Cc1ccc(CS(=O)(=O)c2ccccc2)cc1
 : 0%, -1%, -2%, ·, 6%, -4%, ·, -1%
CCOC(=O)Cn1c(C)c(Br)c(=O)c2cccc(C)c21
 : -6%, -4%, -14%, ?, -1%, -4%, -12%, 0%
O=C(NC12CC3CC(CC(C3)C1)C2)N1CCN(c2ccccn2)CC1
 : ?, ?, -5%, -4%, -8%, 3%, -1%, 1%
CC1CN(c2nc3ccccc3nc2C(C#N)C(=O)NCc2ccc3c(c2)OCO3)CC(C)O1 (stereo not given)
 : ?, 3%, 9%, -11%, -29%, 5%, 6%, -1%
COC(=O)Nc1ccc(C)c(NC(=O)OC)c1
 : -2%, 4%, 6%, -1%, -4%, -5%, 11%, -8%
COc1cc(S(=O)(=O)N2CCOCC2)ccc1NC(=O)c1cc2c(s1)CCC2
 : ?, -1%, 8%, -9%, 6%, -20%, -2%, -4%
CCCCC(=O)N(c1ccc(OC)cc1)C1C=CS(=O)(=O)C1 (stereo not given)
 : -6%, -22%, 2%, -11%, 7%, 2%, 2%, -8%
NNC(=O)[C@H](Cc1ccccc1)NC(=O)Nc1ccc2c(c1)OCCO2
 : -7%, 13%, -1%, -4%[15.4 µM], ·, -1%, 1%, -4%
Cc1cc(Cl)cc(Br)c1OCCCCn1cncn1
 : -8%, ?, 3%, ?, -9%, 7%, 3%, 0%
N#CC(=C1CCCC1)c1nc(-c2ccccc2O)cs1
 : 25µM*, -23%, 46%[activator], ?, ?, -29%, -3%, -14%
CCOc1ccc(C(=O)NC(=S)Nc2ccc(N3CCCCC3)cc2)cc1[N+](=O)[O-]
 : 11µM*, 10%, -7%, -1%, -19%, 3%, -15%, -10%
Cc1[nH]c(=O)[nH]c(=O)c1S(=O)(=O)N1CCOCC1
 : -1%, 4%, 0%, -6%, ?, 1%, -4%, -6%
CCOC(=O)CSc1nnc(CNC(=O)c2cccs2)n1CCc1ccccc1
 : ?, 6%, -13%, -8%, -2%, -1%, 10%, -5%
CC1CCCC(NC(=O)CSc2nccn2C)C1C (stereo not given)
 : 0%, -2%, -18%, 0%, 6%, -3%, -2%, -11%
COc1ccc(CCNc2ccc(C(=O)O)cc2[N+](=O)[O-])cc1OC
 : -1%, -3%, -14%, 3%, -27%, -1%, 5%, 0%
C/C(=N\NC(=O)c1cccc(Br)c1)c1ccc(Br)cc1
 : -3%, 28%, -8%, -2%, 14%, -9%, 4%, -15%
O=C(NCCc1ccncc1)Nc1cccc(Cl)c1
 : -1%, 4%, 3%, 1%, -28%, -22%, 5%, -12%
CC(=O)Nc1ccc(NC(=O)c2ccc(Cl)nc2)cc1
 : ·, -10%, 9%, ·, ·, -15%, 2%, 2%
CCCCCCCC1=Cc2ccc(F)cc2C(C(C(C)=O)C(=O)OC)N1C(=O)OC (stereo not given)
 : 14%, 10%, 1%, ·, 6%, 6%, ·, 8%
O=S(=O)(NCc1ccccc1)NCc1ccccc1F
 : 4%, 0%, -5%, -14%, 2%, -2%, -2%, -1%
Cc1cc(Cl)c2c(c1)[C@]1(C(=O)N2)[C@@H]2C(=O)N(Cc3ccccc3)C(=O)[C@@H]2[C@@H]2CCCN21
 : ?, 1%, 14%, -6%, -11%, -1%, 0%, -8%
COCCn1nnnc1C(c1ccc(C)cc1)N1CCN(Cc2ccc3c(c2)OCO3)CC1 (stereo not given)
 : -5%, 3%, ·, 1%, ·, -2%, 4%, -3%
O=C(Nc1nc(SCc2ccc(F)cc2)ns1)c1ccco1
 : -15%, 8%, 19%, 0%, 18µM*, 4%, -10%, -2%
CCOC(=O)C(=O)Nc1nccs1
 : 18%, 11%, 7%, 10%, 9%, -4%, -8%, 4%
O=S(=O)(c1cccc(NC(=S)N2CCN(c3cccc(Cl)c3)CC2)c1)C(F)F
 : ?, -8%, 10%, -4%, -30%[inhibitor], -6%, -12%, -18%
O=C(COC(=O)C1CC(O)CN1S(=O)(=O)c1ccc(Cl)cc1)c1ccccc1Cl (stereo not given)
 : 18µM*, 8%, 1%, 2%, 8%, -5%, 10%, -8%
CCCC1=C(C(=O)OCC)C(c2sccc2C)n2ncnc2N1 (stereo not given)
 : 2%, -14%, 7%, -16%, ·, -5%, -4%, 1%
CC1CC(=O)NN=C1c1ccc(NCCO)c([N+](=O)[O-])c1 (stereo not given)
 : -2%, 2%, 3%, -2%, ?, 5%, 2%, -3%

3 entries already listed, arranged by count of non-hydrogen atoms, ascending.
Values in the order – ALDH1A1 inh, JMJD2E inh, RGS12 GoLoco inh, GAA inhib, SMN2 splice enh, aGal spleen mod, GAA glycogen mod, GAA spleen mod
Cc1[nH]c(=O)[nH]c(=O)c1S(=O)(=O)N1CCOCC1
 : -1%, 4%, 0%, -6%, ?, 1%, -4%, -6%
CCCCC(=O)N(c1ccc(OC)cc1)C1C=CS(=O)(=O)C1 (stereo not given)
 : -6%, -22%, 2%, -11%, 7%, 2%, 2%, -8%
COc1cc(S(=O)(=O)N2CCOCC2)ccc1NC(=O)c1cc2c(s1)CCC2
 : ?, -1%, 8%, -9%, 6%, -20%, -2%, -4%

(more compounds)
Values in the order – ALDH1A1 inh, JMJD2E inh, RGS12 GoLoco inh, GAA inhib, SMN2 splice enh, aGal spleen mod, GAA glycogen mod, GAA spleen mod
C/C(=N\N(c1ccccc1)c1ccccc1)c1ccco1
 : ?, 8%, 4%, -1%, -5%, -6%, 15%, -1%
O=C(NCc1ccco1)c1ccc(CS(=O)(=O)c2cccc(C(F)(F)F)c2)o1
 : -1%, 2%, 5%, -3%, -1%, 1%, 11%, 5%
O=[N+]([O-])c1ccn(-c2nc(-c3cccs3)cc(C(F)(F)F)n2)n1
 : 15%, -2%, 8%, 0%, -23%, 2%, 5%, -4%
CCC(C(=O)NC1CCCC1)N(C(=O)Cn1nnc(-c2ccc(C)o2)n1)C(C)(C)C (stereo not given)
 : ?, -16%, ·, -1%, ·, 7%, -7%, 6%
CCN(CC)C(=O)CC(c1ccc(N(C)C)cc1)c1c(OC)cc(OC)c2c(-c3ccccc3)cc(=O)oc12 (stereo not given)
 : ·, 3%, -5%, ·, ·, -1%&1%, -1%, -13%&0%
COc1ccc(C(=O)Nn2c(SCc3ccc([N+](=O)[O-])cc3)nc3ccccc3c2=O)cc1
 : -7%, 2%, 2%, 3%, -8%, 2%, 1%, -15%
CCOC(=O)c1c(NC(=O)Nc2ccc(Cl)cc2)sc(C)c1C
 : ?, 10%, -11%, 5%, -5%, 11%, 8%, -9%
CCOc1ccccc1N(CC(=O)NC1CCCC1)C(=O)CCC(=O)Nc1cc(C)on1
 : 13%, 4%, 3%, -10%, -12%, -3%, -11%, -3%
Cn1cnnc1SCC(=O)Nc1ccc(Cl)c(S(=O)(=O)N2CCOCC2)c1
 : -2%, -2%, 13%, -1%, 4%, -11%, 5%, -26%
COC(=O)Nc1ccc(S(=O)(=O)Nc2ccc(C)cc2)cc1
 : 2%, 3%, -9%, 0%, -15%, 7%, 9%, 3%
Cc1ccc(N2CCCn3c2nc2c3c(=O)n(CC(=O)OCc3ccccc3)c(=O)n2C)cc1C
 : 1%, 10%, 9%, -1%, -4%, 9%, 3%, 5%
O=C1c2ccccc2NC(c2ccccc2)N1Cc1ccco1 (stereo not given)
 : ?, ?, 6%, 4%, -30%[inhibitor], -2%, 6%, -2%
CC(=O)c1cccc(OCC(=O)c2cc(C)n(-c3cc(C)on3)c2C)c1
 : 7%, 6%, 4%, ?, -47%[inhibitor], 0%, 3%, -5%
O=C(CSc1ccc2nnc(-c3ccccc3)n2n1)NCC1CCCO1 (stereo not given)
 : -1%, -6%, -57%, 0%, 6%, 7%, 5%, 3%
COc1ccccc1-n1c(=O)c(C#N)c(-c2ccc([N+](=O)[O-])cc2)c2cc(C(=O)c3ccccc3O)cnc21
 : ·, -5%, 9%, ·, ·, 0%, 0%, 1%
c1csc(COc2ccccc2CNC2CCCCC2)c1
 : 9%, -7%, ·, 0%, ·, -6%, -10%, -3%
CCOC(=O)c1[nH]c2ccc(Br)cc2c1NC(=O)CCN1CCC(C)CC1
 : 11µM*, -8%, -15%, ?, 7%, 1%, -5%, -6%
Oc1cccc(C(Nc2nccs2)c2ccc3cccnc3c2O)c1 (stereo not given)
 : 10%, ?, 2%, -8%, -85%[inhibitor], 10%, 13%, 8%
O=C(NCCc1ccc(Cl)cc1)c1cnc2n(c1=O)CCS2
 : 10%, -1%, 5%, 1%, ?, 4%, 1%, -2%
Cc1nn2c(-n3ccnc3)c3c(nc2c1-c1ccccc1)CCC3
 : ?, -15%, -7%, -12%, 15%, 1%, 4%, 0%
CC(=O)c1ccc(NC(=S)N2c3ccccc3CC2C)cc1 (stereo not given)
 : 25µM*, -12%, 4%, -4%, -34%[inhibitor], 0%, -9%, -15%
CSc1ccc(C#N)cc1NC(=O)c1ccccc1C
 : 2%, -2%, 5%, 5%, 2%, 2%, -4%, 0%
